Screening data: PubChem BioAssay, several laboratories
p97 inhibitor = inhibitors of human p97 ATPase; P55072; inhibition, % at 8 µM; recombinant p97 ATPase, Kinase-Glo ATP luminescence, 3 h; hit rate 0.42% among 220,000; AID 1481; in the data active = inhibition above about 15%;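 note: 0% = DMSO vehicle and 100% = wells lacking enzyme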
Runt-CBFb FRET = blocks binding of human RUNX1 Runt domain to CBFb | Cerulean-Runt/Venus-CBFb FRET ratio 530/480, 1 h | hit rate 0.46% among 220,000 | Q01196+Q13951 | inhibition, % at 20 µM | AID 1496;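 active = inhibition over about 50% at 20 µM in the single-dose screen, limit read from the data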;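 note: 0% = DMSO wells and 100% = excess unlabeled CBFb competitor control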
Target sequence (Q01196 whole entry, looked up, the tested form may be a part): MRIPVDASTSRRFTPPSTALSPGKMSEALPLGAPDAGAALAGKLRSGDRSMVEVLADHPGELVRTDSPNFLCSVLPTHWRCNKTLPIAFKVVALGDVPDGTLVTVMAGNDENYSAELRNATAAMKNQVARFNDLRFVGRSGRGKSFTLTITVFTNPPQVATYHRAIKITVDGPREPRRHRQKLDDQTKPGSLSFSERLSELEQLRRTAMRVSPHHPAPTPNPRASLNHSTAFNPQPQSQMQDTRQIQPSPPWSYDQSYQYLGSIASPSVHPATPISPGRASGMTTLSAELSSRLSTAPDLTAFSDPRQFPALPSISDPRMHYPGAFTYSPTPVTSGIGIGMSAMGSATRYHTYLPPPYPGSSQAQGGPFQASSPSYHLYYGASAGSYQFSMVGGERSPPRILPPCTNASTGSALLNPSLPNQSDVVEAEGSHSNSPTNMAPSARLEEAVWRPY
Target sequence (Q13951 whole entry, looked up, the tested form may be a part): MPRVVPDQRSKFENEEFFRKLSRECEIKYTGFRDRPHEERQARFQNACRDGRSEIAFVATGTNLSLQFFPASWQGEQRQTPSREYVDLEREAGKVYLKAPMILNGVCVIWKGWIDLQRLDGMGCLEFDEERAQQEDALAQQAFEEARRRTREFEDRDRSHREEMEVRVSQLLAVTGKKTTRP
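Measured by: fluorescence energy transfer, 422 nm excitation, 530/480 nm emission; Assay system: Cerulean-Runt domain; Medium: Tris pH 7.5 buffer with BSA; Measure: loss of energy transfer signal; Controls: 5 µM unlabeled CBFb as full-inhibition high control; Incubation: protein complex preformed 1 h, compound exposure 1 h, room temperature, dark.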
NPY-Y1 antag = blocks the human neuropeptide Y Y1 receptor | P25929 | HEK293-CNG Y1 cells, membrane potential fluorescence; NPY at EC95, then isoproterenol | inhibition, % at 3.6 µM | hit rate 1% among 200,000 | AID 1040;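 active = inhibition above the campaign mean inhibition of all tested compounds plus 3 SD, cut at about 20% in these data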;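 note: 0% = DMSO wells given NPY plus isoproterenol and 100% = isoproterenol alone without NPY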
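Material: HEK293 cells co-expressing NPY Y1 receptor and cyclic-nucleotide gated channel. Timing: compound incubation 1 h at room temperature, readout 45 min post-stimulation. Signal: fluorescence, membrane potential probe.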
NPY1 pot ag = potentiators or agonists of human neuropeptide Y receptor Y1; NPY-Y1 expressing cells, potentiator/agonist activation; activation, % at 3.6 µM; hit rate 0.37% among 220,000; AID 1304; in the data active = activation above about 33%, passing the limit was not always enough;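 note: cells stimulated with NPY at EC10 then isoproterenol at EC100; 0% = low agonist plus stimulus and 100% = saturating agonist plus stimulus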
Mdm2 ligase inh = Mdm2 E3 ligase (human) inhibition; signal enhancement, % at 5 µM; cell-based MDM2 ubiquitination luciferase reporter, 2 h; 0 = plate control, 100 = twice control, blank-subtracted; hit rate 0.11% among 210,000; Q00987;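 active = signal enhancement of 30% or more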;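 note: luminescence tracks abundance of the self-degrading MDM2-luciferase fusion protein; higher signal means inhibition of MDM2 E3 ligase activity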
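Material: Stable MDM2–luciferase fusion reporter cells | Amount: 2000 cells seeded into each well | Dosing: One concentration, 5 µM, with 0.2% DMSO | Incubation: 4 h cell settling then 2 h compound exposure, 37 °C | Measured by: Luciferase luminescence | Read-out basis: % enhancement relative to plate controls after blank subtraction | Benchmarks: Control and blank well means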
NPY-Y2 PAM-ag = potentiators or agonists of human neuropeptide Y receptor Y2; P49146; cells expressing NPY-Y2, potentiator/agonist read-out; activation, % at 3.6 µM; hit rate 0.45% among 220,000; AID 1359; in the data active = activation above about 27%;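 note: cells stimulated with NPY near EC25 plus isoproterenol at EC100; 0% = vehicle plus submaximal agonist and 100% = vehicle plus saturating agonist; some results beyond the cut were filed as inactive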
Target sequence (P49146 whole entry, looked up): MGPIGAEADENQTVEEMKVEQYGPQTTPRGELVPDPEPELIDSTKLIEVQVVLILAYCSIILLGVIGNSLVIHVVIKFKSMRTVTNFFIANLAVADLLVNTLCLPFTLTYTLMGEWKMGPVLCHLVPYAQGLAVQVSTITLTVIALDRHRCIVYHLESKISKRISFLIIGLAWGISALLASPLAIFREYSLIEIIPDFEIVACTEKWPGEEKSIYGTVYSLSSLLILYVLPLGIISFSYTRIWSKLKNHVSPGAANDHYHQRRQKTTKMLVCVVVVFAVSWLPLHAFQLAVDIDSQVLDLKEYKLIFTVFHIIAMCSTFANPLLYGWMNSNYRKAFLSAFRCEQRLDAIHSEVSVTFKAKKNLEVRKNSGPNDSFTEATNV
Hck Nef HTS = blocks Nef-activated human Hck kinase | P08631 | Recombinant Hck-YEEI plus Nef, Z-Lyte FRET kinase assay | inhibition, % at 20 µM | hit rate 0.68% among 220,000;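 active = Hck-Nef kinase inhibition above about 50%, limit read from the data; inactive = inhibition below that limit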;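 note: 0% = DMSO with Hck plus Nef and 100% = Hck alone without Nef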
Runt-SMMHC FRET = Runt domain-CBFb-SMMHC interaction inhibition | Q01196+Q13951 | Cerulean-Runt/Venus-CBFb-SMMHC FRET ratio 530/480, 1 h | inhibition, % at 20 µM | hit rate 0.74% among 220,000 | AID 1434;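 active = mean inhibition across duplicate retests at 20 µM reaching about 50%, limit read from the data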;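 note: 0% = DMSO wells and 100% = wells with excess untagged CBFb-SMMHC; inhibitors lower the FRET ratio by blocking Runt binding to CBFb-SMMHC; some results filed as inactive read as strong as hits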
RBBP9 inhibitor = blocks human serine hydrolase RBBP9. hit rate 0.2% among 220,000. O75884. inhibition, % at 7.94 µM. AID 1515. recombinant RBBP9, FP-Rh probe fluorescence polarization;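 active = inhibition above the campaign mean of all tested compounds plus 3 SD, cut at about 14% in these data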;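 note: plate controls were DMSO wells with RBBP9 for no effect and wells lacking RBBP9 protein for full effect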
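Test system: recombinant human RBBP9; Timing: 30 min then 45 min, 25 °C; Detection: fluorescence polarization; Control set: RBBP9 with DMSO as uninhibited control, no-protein wells as full inhibition; Compound dosing: one concentration, 7.94 µM nominal, 0.794% DMSO; Probe or stimulus: FP-Rh activity-based probe, 375 nM before mixing.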
Active calls of the source: *; . = no result given.

SMILES	p97 inhibitor	Runt-CBFb FRET	NPY-Y1 antag	NPY1 pot ag	Mdm2 ligase inh	NPY-Y2 PAM-ag	Hck Nef HTS	Runt-SMMHC FRET	RBBP9 inhibitor
CCC(NC(=O)CCCc1ccccc1)c1ccccc1 (centres undefined)	2	0	6	-4	-1	-2	5	0	-6
Cc1cccc(NC(=O)c2cc(NC(=O)CCCC(=O)O)ccc2Cl)n1	-4	2	6	5	-18	-16	-24	-1	4
CC1(C)CC(=O)c2cc(C(=O)NCc3ccco3)c(=O)n(-c3ccccc3)c2C1	0	1	-5	-26	15	10	7	0	-9
COC(=O)c1cc2c(C(F)(F)F)nn(C)c2s1	6	0	.	2	-15	-5	13	0	-1
O=C(Cn1cc(C(=O)C2CC2)c2ccccc21)NCc1ccc2c(c1)OCO2	2	0	4	15	-9	-1	1	1	-7
CCOC(=O)c1oc2ccccc2c1NC(=O)COc1cccc(OC)c1	1	0	-1	-5	15	4	2	0	-5
CN(C)CCN1C(=O)C(=O)/C(=C(/O)c2ccc(F)cc2)C1c1ccccc1 (centres undefined)	-1	-2	-3	-12	-19	5	1	1	-3
NC1=NN=C(N2N=C(c3ccc(Br)cc3)CC2(O)C(F)(F)F)n2ncnc2C1 (centres undefined)	-3	-2	-4	-11	-22	-10	28	5	-6
CS(=O)(=O)N(CCc1ccccc1)CC(=O)NCc1ccccc1Cl	0	0	9	15	-3	2	-4	-1	-9
O=C(NC1CCC(O)CC1)c1ccc(-c2ccc([N+](=O)[O-])cc2)o1 (centres undefined)	5	18	.	10	.	-12	25	6	4
COc1cc(-c2nn3c(-c4cccc(C)c4)nnc3s2)cc(OC)c1OC	5	0	-4	-28	-8	12	-1	-4	-3
Cc1ccccc1NC(=O)CC1c2ccccc2CC(C)(C)N1C (centres undefined)	3	-1	4	10	-3	-2	9	-2	-4
CN(Cc1ccc(OC(F)F)cc1)C(=O)c1ccc2nccnc2c1	-4	-1	-2	0	-10	9	-1	2	2
CC(C)CNC1=C(C(=S)Nc2ccccc2)C(=O)CC(C)(C)C1	-6	-4	-3	21	-13	8	-2	-2	6
CCOC(=O)Cn1cncc1-c1ccc([N+](=O)[O-])cc1	-2	-2	-1	-8	-1	1	3	-4	-4
Cc1ccc(Cn2ccc(NC(=O)c3cc(CC(C)C)on3)n2)cc1	0	0	3	2	-5	4	-5	-1	1
O=C(O)COc1ccccc1/C=C1\SC(=S)N(/N=C/c2ccccc2O)C1=O	4	1	-6	16	13	1	15	-2	-5
COc1ccc(CN(C(=O)CNC(=O)c2ccco2)C(C(=O)NC2CCCC2)c2ccco2)cc1 (centres undefined)	-5	0	-1	-11	7	-9	7	-1	-5
CSc1ccccc1NC(=O)c1ccc(CN2CCOCC2)cc1	1	0	0	6	1	10	1	3	-1
CCN(C(=O)c1cnc(NC(C)C)cc1C(F)(F)F)c1ccc(Cl)cc1	-4	-4	.	17	-6	-2	8	0	-6

Some of the entries so far, field by field:
Cc1ccccc1NC(=O)CC1c2ccccc2CC(C)(C)N1C (centres undefined)
  p97 inhibitor: 3	Runt-CBFb FRET: -1	NPY-Y1 antag: 4	NPY1 pot ag: 10	Mdm2 ligase inh: -3	NPY-Y2 PAM-ag: -2	Hck Nef HTS: 9	Runt-SMMHC FRET: -2	RBBP9 inhibitor: -4

Cc1cccc(NC(=O)c2cc(NC(=O)CCCC(=O)O)ccc2Cl)n1
  p97 inhibitor: -4	Runt-CBFb FRET: 2	NPY-Y1 antag: 6	NPY1 pot ag: 5	Mdm2 ligase inh: -18	NPY-Y2 PAM-ag: -16	Hck Nef HTS: -24	Runt-SMMHC FRET: -1	RBBP9 inhibitor: 4

Remaining list, next part.
SMILES	p97 inhibitor	Runt-CBFb FRET	NPY-Y1 antag	NPY1 pot ag	Mdm2 ligase inh	NPY-Y2 PAM-ag	Hck Nef HTS	Runt-SMMHC FRET	RBBP9 inhibitor
COc1ccc2cnn(-c3ccccc3C)c(=O)c2c1OC	9	1	6	8	-9	-3	2	0	0
Cc1ccc(O)c(C2=Nc3ccccc3N=C(c3ccc([N+](=O)[O-])cc3)C2)c1	2	-1	7	-4	-13	12	-2	-4	3
CC(C)(C)c1cc(NC(=O)COc2ccc(Br)cc2)n(-c2ccccc2)n1	-6	-1	3	-22	0	-5	1	3	-12
CCOC(=O)C1CCN(C(=O)CSc2ccccc2)CC1	2	-1	-6	5	2	6	-1	-1	-3
COc1ccc(CCCc2n[nH]c(=S)o2)cc1C	1	1	6	0	-31	0	27	2	-5
CCCCOc1ncnc2c1[nH]c1ccc(C)cc12	0	0	.	4	-29	28	12	0	-8
O=C(C1CCCN(S(=O)(=O)c2cccc3nsnc23)C1)N1CCc2ccccc2C1 (centres undefined)	1	0	0	-3	.	2	1	-1	-4
Cc1sc2c(c1C)c(=O)nc1scc(C)n12	-5	.	3	-16	.	-4	3	.	-4
OC1(c2cccc(C(F)(F)F)c2)CCN(c2ncnc3c2[nH]c2ccccc23)CC1	10	.	-10	-21	-7	-9	4	.	-3
Cc1ccc(-n2nnnc2SCc2nc3sc(C)c(C)c3c(=O)[nH]2)cc1	-2	-20	7	-3	-14	7	-1	-51	-4
O=C(Nc1cc(=O)[nH]c(=O)[nH]1)c1cccc(Br)c1	-1	1	9	7	-7	-20	20	0	-9
Cc1cc(C)c(NC(=O)CSc2nc3ccc(NC(=O)CSc4nnnn4Cc4ccccc4)cc3s2)c(C)c1	2	.	4	0	.	-3	16	.	-7
Cc1ccccc1N(CC(=O)NCCSC1CCCCC1)S(=O)(=O)c1ccccc1	-6	-5	-2	3	-13	-4	1	2	-4
CC(=O)NN1C(=O)/C(=C\c2ccc(O)cc2)SC1=S	1	-15	1	-4	3	-16	17	-47	-12
COC(=O)NNC(=O)/C=C/c1ccccc1	6	-2	7	-13	-12	-4	4	1	-6
Cc1cccc(C(=O)Nc2ccc3c(c2)C(=O)N(CC(C)C)C3=O)c1	-4	2	-4	2	-14	-7	-8	-9	-7
CN1CCc2nc(NC(=O)c3cccc(S(=O)(=O)N4CCc5ccccc54)c3)sc2C1	-4	45	6	-5	-18	-4	3	84*	-9
C=CCOC(=O)C1=C(C)OC(N)=C(C#N)C1c1c(C)nn(-c2ccccc2)c1Cl (centres undefined)	2	-4	6	11	-6	9	0	0	-3
CCCC/C(O)=C/c1nc2ccccc2[nH]c1=O	14	2	6	7	11	-3	4	16	-1
COc1ccc(CNC(=O)c2ccccc2[N+](=O)[O-])cc1	3	4	-1	15	-7	-3	0	7	2
CCOC(=O)c1c(C)n(C)c2ccc(OC)c(NC(=O)CCN3CCSCC3)c12	3	-1	4	4	-14	9	0	0	2
Cn1cc(S(=O)(=O)NCCc2ccccc2)c(=O)n(C)c1=O	5	0	.	10	-3	-1	20	3	-10
O=C(Nc1ccn(Cc2c(F)c(F)cc(F)c2F)n1)c1ccc(COc2ccccc2Cl)cc1	1	0	-6	11	-32	8	-1	2	-16
COc1ccc(C(=O)Nc2ccccc2C(=O)NC(C)C)cc1OC	-1	2	2	3	1	3	-2	-4	3
O=C(/C=C/c1ccc(Cl)c([N+](=O)[O-])c1)Nc1ccc(N2CCCC2)cc1	5	-3	4	8	-2	0	4	-4	-4
CCOc1ccccc1N(C)C(=O)c1cc2c(=O)n(CC)c3ccccc3c2s1	-7	1	.	-11	-8	-36	21	-4	-6
CC(NC(=O)c1cc2ccccc2o1)c1ccccc1 (centres undefined)	4	0	1	-4	0	-7	25	2	2
COc1ccc(NC(=O)C2CCCN(S(=O)(=O)c3cccc4cccnc34)C2)cc1OC (centres undefined)	1	1	-2	15	-12	8	17	-2	4
CC(C)N1C(=O)CCC1C(=O)NCCc1ccc(Cl)cc1 (centres undefined)	-6	0	3	12	.	1	-11	3	-7
COc1ccc(/C=C/C(=O)O)cc1S(=O)(=O)N1CCCCC1	-5	2	-1	-10	-1	-18	21	-1	-10
CC1=NC(C#N)=C(C#N)NC(C)(C)C1	2	0	2	11	-9	-3	21	0	-2
O=c1c(O)c(-c2cccs2)oc2ccccc12	2	19	-5	-23	-13	-20	-6	79*	-4
O=C(NCCNS(=O)(=O)c1ccc(C(F)(F)F)cc1)N1CCOCC1	5	1	.	-3	6	-5	10	-2	0
CCOC(=O)c1sc2nc(COC(=O)c3c(F)cccc3F)[nH]c(=O)c2c1C	-5	-2	9	-23	-10	-7	22	-6	-5
CCc1cccc(NC(=O)Cn2cc(C=O)c3ccccc32)c1	4	1	4	-1	-8	7	18	-2	1
CCOC(=O)c1c(CN2CCN(C)CC2)oc2ccc(O)cc12	-1	-1	-6	4	-8	-2	0	-2	-7
COc1ccc2c(c1)-c1nc(/N=C/c3c(O)ccc4ccccc34)sc1CC2	6	37	3	-4	-13	13	3	13	2
CCn1ncc(/C=N\NC(=O)Cc2ccc([N+](=O)[O-])cc2)c1C	1	-1	1	-15	1	-3	2	0	-9
CCn1c(=N)n(CC(O)c2ccco2)c2ccccc21 (centres undefined)	6	2	2	-18	-18	2	0	-2	0
COc1cc(C2NC(=O)NC(c3ccccc3)=C2C(C)=O)cc(Cl)c1OCC(=O)O (centres undefined)	5	-2	1	14	-10	3	27	-2	-7
CC(=O)N1CCC(N(CCN2CCOCC2)C(=S)Nc2cc(C)ccc2C)CC1	-6	0	-2	-8	-73	2	1	3	-7
COc1ccc(-c2cn[nH]c2C)cc1OC	-1	0	-1	-27	-13	-1	-1	-5	-3
CSc1nc(C)cc(SCC(=O)Nc2ccc(Cl)cc2Cl)n1	-3	-1	5	-37	7	-7	14	2	-2
CC(C)COc1ccc(Cc2cnc(N)nc2N)cc1	2	3	10	-8	-3	-19	4	2	5
CCCc1nn(C)c2c(=O)[nH]c(-c3cc(S(=O)(=O)N(CCO)CCO)ccc3OCC)nc12	3	3	.	2	-10	0	7	-1	-12
O=C(NCc1ccncc1)C1CCN(S(=O)(=O)Cc2ccccc2)CC1	3	2	3	5	-28	-1	1	-1	-4
Cc1ccc2ncnc(NCCCN3CCOCC3)c2c1	0	-1	-1	-5	-15	-2	7	0	-5
O=C(CSc1ncc(-c2ccccc2)[nH]1)Nc1cccc(O)c1	5	3	2	-21	-12	0	5	-5	8

Random excerpt: two compounds from above
SMILES	p97 inhibitor	Runt-CBFb FRET	NPY-Y1 antag	NPY1 pot ag	Mdm2 ligase inh	NPY-Y2 PAM-ag	Hck Nef HTS	Runt-SMMHC FRET	RBBP9 inhibitor
CCCc1nn(C)c2c(=O)[nH]c(-c3cc(S(=O)(=O)N(CCO)CCO)ccc3OCC)nc12	3	3	.	2	-10	0	7	-1	-12
O=C(NCc1ccncc1)C1CCN(S(=O)(=O)Cc2ccccc2)CC1	3	2	3	5	-28	-1	1	-1	-4
